CASP6 VEID inh – human caspase-6 inhibitors, primary screen, biochemical, VEID-R110 fluorescence, single point, set 2; P55212; purified caspase-6, Z-VEID-R110 cleavage fluorescence; inhibition, % at 12.5 µM; 350,000 compounds, 0.53% hits; AID 686996, 2013;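 active means mean inhibition across replicates at least about 35%, with every replicate also reaching that limit, limit read from the data; inconclusive means only one of the two criteria met; inactive means neither criterion met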;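 further: 0% = median of neutral control wells and 100% = no fluorescence left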
DENV2 CPE – inhibitors of DENV2 cytopathic effect, primary screen, cell-based, plate reader, single concentration; DENV2-infected cells, cytopathic effect rescue; CPE inhibition, % at 9.99 µM; 350,000 compounds, 1.7% hits; AID 651640, 2012; in the data active means CPE inhibition above about 20%, passing the limit was not always enough; inconclusive means no clear call, values can overlap the other calls; tested in BHK-21 cells;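 further: 0% = median of neutral control wells and 100% = median of positive control wells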
INS-1E GSIS act – GLuc luminescence reporter in INS-1E cells, primary screen for activators of glucose-dependent secretion of insulin | INS-1E GLuc reporter insulin secretion, 2-3 h | activation, % at 16.6 µM | 370,000 compounds, 0.61% hits | AID 743287, 2014;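 active means lowest replicate activation of at least 40%, so every replicate reaches that level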;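 further: 0% = median of neutral control wells and 100% = median of IBMX positive control wells; some compounds called inactive have numbers as strong as hits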
RAD52 anneal inh – RAD52 DNA annealing inhibitors, primary screen, biochemical, FRET, single point, set 2. inhibition, % at 18.7 µM. recombinant RAD52 DNA annealing, FRET fluorescence. DNA repair protein RAD52 homolog (Homo sapiens), P43351. 360,000 compounds, 0.46% hits;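 active means every replicate showing at least 50% inhibition; inconclusive means mean inhibition at least 50% but not in every replicate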
Target sequence (P43351 whole entry, looked up): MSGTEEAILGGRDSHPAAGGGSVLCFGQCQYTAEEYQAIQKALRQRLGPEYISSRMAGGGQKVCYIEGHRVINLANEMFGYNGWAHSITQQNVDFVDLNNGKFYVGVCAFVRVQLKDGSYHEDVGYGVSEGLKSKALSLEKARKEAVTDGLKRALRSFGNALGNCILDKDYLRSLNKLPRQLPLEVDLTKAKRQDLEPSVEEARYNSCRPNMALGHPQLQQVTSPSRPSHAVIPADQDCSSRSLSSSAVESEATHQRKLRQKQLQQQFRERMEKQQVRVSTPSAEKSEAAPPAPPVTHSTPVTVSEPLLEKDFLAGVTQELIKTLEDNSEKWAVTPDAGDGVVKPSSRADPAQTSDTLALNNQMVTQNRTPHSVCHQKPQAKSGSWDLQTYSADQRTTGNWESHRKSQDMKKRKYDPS
CFTR F508del cor – F508del CFTR correction, initial screen, CFBE line, single point. activity (quench increase), % at 7.58 µM. CFBE cells, YFP halide quenching; stimulated with forskolin plus potentiator P3; % fluorescence drop versus neutral controls. 350,000 compounds, 0.36% hits;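 active means mean added fluorescence quench of at least 8% versus neutral control, with both replicates also reaching 8%; inconclusive means only one of the mean or replicate conditions met; inactive means mean below 8% and not both replicates reaching 8%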;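 further: cells transiently co-express mutant CFTR-F508del with the halide-sensitive YFP; corrector assay measuring rescue of mutant channel to the surface after 24 h compound exposure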
RAD54 branch – inhibitors of human RAD54 branch migration, primary screen, biochemical, fluorescence, single point; RAD54 Holliday junction branch migration, FAM/BHQ fluorescence; inhibition, % at 10.4 µM; 360,000 compounds, 0.14% hits; AID 602329, 2012;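 active means mean normalized replicate activity at least 40 and at least half of replicates scoring 40 or more; inconclusive means only one of the two criteria met; inactive means mean below 40 and under half of replicates reaching 40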;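 further: 0% = median of neutral control wells and 100% = median of positive control wells; inhibitors cause a drop in the FAM fluorescence signal; in these data hits start at about 50%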
E-sel inducer – E-selectin induction in HUVECs, primary screen, imaging, HUVEC, immunofluorescence imaging, single point. P16581. normalized: neutral wells 0, TNF-alpha wells 100. activation, % at 7.58 µM. 260,000 compounds, 0.37% hits. AID 686992, 2013;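 active means mean E-selectin-positive cell signal at least 10% of the positive control, reached in at least 60% of replicates, without over 20% cell loss; inconclusive means no rule given, readout overlaps actives, possibly toxicity-flagged; inactive means the rest, including those meeting only one limit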;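 further: in these data hits start at about 27%; measured in HUVEC primary endothelial cells; signal is the percent of cells scored E-selectin positive by PE staining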
Target sequence (P16581 whole entry, looked up): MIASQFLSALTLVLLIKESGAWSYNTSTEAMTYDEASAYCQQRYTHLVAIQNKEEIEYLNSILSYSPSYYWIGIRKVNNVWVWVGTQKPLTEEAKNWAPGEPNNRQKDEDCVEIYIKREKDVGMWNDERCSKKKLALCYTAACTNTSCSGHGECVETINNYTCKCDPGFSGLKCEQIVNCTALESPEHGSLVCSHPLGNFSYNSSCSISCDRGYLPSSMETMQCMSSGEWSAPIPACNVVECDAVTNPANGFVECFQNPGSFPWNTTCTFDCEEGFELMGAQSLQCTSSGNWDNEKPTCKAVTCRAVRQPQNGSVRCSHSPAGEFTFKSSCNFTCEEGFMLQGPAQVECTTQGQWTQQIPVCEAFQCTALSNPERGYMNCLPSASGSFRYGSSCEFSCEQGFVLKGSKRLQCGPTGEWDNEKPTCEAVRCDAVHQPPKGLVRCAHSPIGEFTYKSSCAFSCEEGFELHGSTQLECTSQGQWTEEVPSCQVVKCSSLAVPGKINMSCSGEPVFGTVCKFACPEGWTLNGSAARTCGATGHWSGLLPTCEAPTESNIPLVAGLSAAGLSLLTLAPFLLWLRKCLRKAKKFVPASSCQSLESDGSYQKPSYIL
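Test system: HUVEC | Signal: Immunofluorescence imaging | Read-out: Percent E-selectin-positive cells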
XiGFP reactiv – activators of inactive X chromosome reactivation, primary screen, imaging, XiGFP fibroblasts, GFP high-content imaging, set 2. XiGFP mouse fibroblasts, % GFP-positive cells imaging, 3 d; cells co-treated with 5-aza-dC sensitizer; scaled so ellipticine positive control = 100%. activation, % at 7.58 µM. AID 743238, 2013. 360,000 compounds, 0.055% hits;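 active means mean normalized replicate activation at least 10% and every replicate at or above 10%; inconclusive means only one of the two criteria met; inactive means mean below 10% and not all replicates reach 10%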;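 further: 0% = median of on-plate neutral control wells and 100% = ellipticine 6 µM median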
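System: 68-5-11 XiGFP fibroblast line | Buffer or medium: DMEM containing 5-aza-dC | Compound: Single point | Times: Compounds 3 days, fix/stain 15 min at room temperature | Benchmarks: Positive control ellipticine, 6 µM final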
An asterisk follows results filed as active; ? = inconclusive; / = not tested or not shown; & = joins results of further samples. Rows are unselected, and some 3.7% of all compounds hit somewhere here.

SMILES	CASP6 VEID inh	DENV2 CPE	INS-1E GSIS act	RAD52 anneal inh	CFTR F508del cor	RAD54 branch	E-sel inducer	XiGFP reactiv
O=C(COc1ccc([N+](=O)[O-])cc1)Nc1ccc2c(c1)OCO2	-0.6	-4.5	-11.4	9.3	-0.2	/	/	0.0
Cc1ccc(C)c(S(=O)(=O)N2CCN(C(=O)c3ccccn3)CC2)c1	-4.3	-2.9	/	-12.9	-0.9	1.8	0.2	0.0
COc1ccc(NC(=O)C(NC(C)=O)C(=O)Nc2ccc(F)cc2)cc1 (centres undefined)	/	14.0	-8.0	-7.8	-3.2	/	-0.1	0.0
CCCNC(=O)N1CC2(CN(C(=O)Cc3cccnc3)C2)c2c([nH]c3cc(OC)ccc23)[C@H]1CO	1.7	10.4	25.6	10.7	0.8	/	0.3	0.1
CCN1CCN(c2ncnc3sc(C)c(-c4ccccc4)c23)CC1	3.7	0.3	0.4	7.8	0.6	10.8	/	0.3
Cc1ccc(C(=O)NNC(=O)CCCN2C(=O)/C(=C/c3ccccc3Cl)SC2=S)cc1	/	/	-7.7	/	-4.0	1.2	-0.2	0.0
CC(CN1CCN(C)CC1)OC(=O)c1cccc(F)c1 (centres undefined)	0.8	0.0	3.0	-14.2	-1.6	5.0	/	0.0
Cc1ccc(NC(=O)c2sc3ncnc(N4CCN(c5ccccn5)CC4)c3c2C)c(C)c1	/	1.5	5.0	-34.8	2.1	-0.1	/	0.1
O=C(O)COc1ccc(NC(=O)c2ccc3c(c2)C(=O)N(CC2CCCO2)C3=O)cc1 (centres undefined)	2.5	-4.9	28.1	-2.6	-0.1	/	0.8	0.1
O=c1c2ccccc2nc2n1CCN2	-2.2	-1.3	9.2	-3.0	-2.1	-4.9	/	/
COc1cccc(O)c1CN1CCC(n2nccc2NC(=O)c2ccc3c(c2)OCO3)CC1	-4.7	2.8	5.4	2.9	0.3	0.8	-0.7	0.4
Cc1cc(C)nc(SCC(=O)N(C)C)n1	1.1	-2.2	8.1	-2.4	1.1	/	0.3	0.0
COc1ccccc1N1CCN(C(=O)C2CCCN(S(=O)(=O)c3ccc(C)cc3)C2)CC1 (centres undefined)	7.2	-3.1	-14.2	-15.1	-3.2	-7.6	/	0.0
O=C1/C(=C/c2cccnc2)CCC/C1=C\c1cccnc1	8.4	3.8	-44.1	-12.0	/	/	/	-0.1
COc1ccc(S(=O)(=O)Nc2cc(Cl)ccc2-n2cncn2)cc1	-2.6	11.1	-1.8	-7.4	4.7	-4.0	?	0.0
COc1ccc(N2CCN(Cc3nc4scc(-c5ccccc5)c4c(=O)[nH]3)CC2)cc1	-6.5	16.9	1.0	-66.7	0.0	/	/	0.1
CNS(=O)(=O)c1cn(CC(=O)NCc2ccccc2OC)cc1S(=O)(=O)NC	2.0	3.6	-12.4	-18.0	3.0	-3.5	-0.2	0.1
O=C(CN1C(=O)NC2(CCCC2)C1=O)NCCc1ccccc1	0.3	-1.1	-5.9	-21.1	2.4	9.2	/	0.0
COc1cc(NS(=O)(=O)c2ccc(NC(=S)NC(=O)c3cccs3)cc2)nc(OC)n1	/	/	-2.9	/	0.0	/	-0.7	0.0
Cc1cccc(-c2ccc([C@H]3[C@@H](CO)N4C(=O)CN(S(=O)(=O)c5cccc(F)c5)C[C@@H]34)cc2)c1	-2.6	?	-22.8	6.3	4.3	/	-0.5	0.3

In the list so far, these have an NH in an aromatic ring.
SMILES	CASP6 VEID inh	DENV2 CPE	INS-1E GSIS act	RAD52 anneal inh	CFTR F508del cor	RAD54 branch	E-sel inducer	XiGFP reactiv
CCCNC(=O)N1CC2(CN(C(=O)Cc3cccnc3)C2)c2c([nH]c3cc(OC)ccc23)[C@H]1CO	1.7	10.4	25.6	10.7	0.8	/	0.3	0.1
COc1ccc(N2CCN(Cc3nc4scc(-c5ccccc5)c4c(=O)[nH]3)CC2)cc1	-6.5	16.9	1.0	-66.7	0.0	/	/	0.1

Further structures.
SMILES	CASP6 VEID inh	DENV2 CPE	INS-1E GSIS act	RAD52 anneal inh	CFTR F508del cor	RAD54 branch	E-sel inducer	XiGFP reactiv
Cn1nnnc1SCCNC(=O)C1CCC(=O)N(Cc2cccc(C(F)(F)F)c2)C1 (centres undefined)	-1.7	-7.6	-7.8	3.4	4.3	-2.1	0.3	-0.1
COc1ccc(-c2c[n+]3c(n2-c2ccccc2)SCC3)cc1OC	-1.2	-1.4	-16.3	4.8	1.6	/	4.7	0.3
O=S1(=O)CCO[C@H]2Cc3ccccc3[C@H]2N1Cc1ccccc1Br	2.8	-2.6	-7.6	-10.8	-1.7	-23.1	/	0.1
O=C(/C=C/c1ccc(Cl)cc1)NC(=S)Nc1ccc(C(=O)O)cc1	1.0	-0.3	-1.3	2.4	-5.2	1.0	-0.3	0.0
COc1ccc(C2CCCN2C(=O)Nc2ccccc2)cc1OC (centres undefined)	-1.5	2.7	28.4	-47.1	4.1	-1.5	0.1	0.2
C[C@H]1CN([C@@H](C)CO)C(=O)c2cccc(NS(=O)(=O)c3cccs3)c2O[C@H]1CN(C)Cc1ccc(C(=O)O)cc1	1.9	-2.5	11.2	0.9	-1.8	7.7	/	0.2
COc1ccccc1NC(=S)N(Cc1ccc(Cl)cc1)CC1CCC(C(=O)O)CC1 (centres undefined)	8.5	-9.6	0.8	-7.0	-1.6	2.2	0.0	0.0
COc1ccc(NC(=O)CN(C)C(=O)c2ccc(N3CCOCC3)c([N+](=O)[O-])c2)cc1	-2.7	0.7	20.8	-12.0	1.5	3.6	/	-0.3
CN(C)C(=O)c1cccc(-c2cc(NC=O)c3ncc(-c4ccc(F)c(Cl)c4)n3c2)c1	5.8	-11.1	3.9	-41.0	1.9	-5.5	-0.4	0.1
C[C@H](CO)N1C[C@H](C)[C@@H](CN(C)Cc2ccc(Oc3ccccc3)cc2)Oc2ccc(NC(=O)CCN3CCOCC3)cc2C1=O	-2.3	-1.6	7.1	-8.2	-1.4	4.0	/	-1.0
O=C(C[C@@H]1CC[C@H](NC(=O)Nc2cccc(F)c2)[C@H](CO)O1)NCC1CC1	-3.2	?	3.9	-0.2	1.7	-0.3	0.0	0.2
COc1ccc(C(C)(C)C)cc1NC(=O)c1ccccc1-n1cnnn1	-1.8	5.4	2.0	-24.4	0.5	5.5	-0.4	0.0
C[C@H](CO)N1C[C@H](C)[C@@H](CN(C)Cc2ccc(Cl)c(Cl)c2)OCc2cn(nn2)CCCC1=O	/	/	-4.4	/	1.2	/	-0.1	0.5
O=C(NCCOc1ccccc1)c1cc(S(=O)(=O)N2CCOCC2)ccc1F	-1.7	-1.1	7.0	-9.3	1.0	-8.3	/	0.1
Cc1cc(C)cc(-n2ccnc2SCC(=O)O)c1	-0.5	1.9	-32.8	-13.4	0.5	0.3	5.1	0.0
CC(=O)N(C)C[C@@H]1Oc2ncc(C#CCc3ccccc3)cc2C(=O)N([C@@H](C)CO)C[C@@H]1C	0.5	?	-14.1	1.0	1.2	6.8	-0.7	-0.7
O=C(O)CN1CCN(Cc2ccc(F)cc2)C1=O	-0.2	-0.2	7.8	-13.0	1.9	-5.0	/	0.3
COc1cccc(CN2CC3(CCN(C)CC3)c3c(n(C)c4cc(OC)ccc34)[C@H]2CO)c1	0.6	-3.8	1.6	-10.4	1.2	/	0.2	0.3
CCOC(=O)c1ccn(CSc2c(F)c(F)cc(F)c2F)n1	-1.7	-8.6	0.7	-4.3	-1.5	-0.8	-1.0	-0.1
C[C@@H]1CN([C@H](C)CO)C(=O)c2cccc(NC(=O)NC3CCCCC3)c2O[C@@H]1CN(C)S(=O)(=O)c1ccc(F)cc1	-1.2	-2.1	-17.5	-2.0	2.1	-3.0	3.6	-1.0
COc1cccc(CN2CCC2(C)C(=O)Nc2cccc3cccnc23)c1F (centres undefined)	-2.9	8.9	-21.4	-13.6	-1.4	3.0	0.2	0.1
COc1ccc(NC(=O)N(C)C[C@@H]2Oc3c(NC(=O)Nc4ccccc4)cccc3C(=O)N([C@H](C)CO)C[C@H]2C)cc1	3.6	-3.1	5.6	5.0	1.7	-7.6	-0.5	-1.2
CSCCC(NC(=O)COc1ccccc1)C(=O)OCC(=O)c1ccccc1 (centres undefined)	5.5	2.6	-28.6	-7.3	5.0	-12.0	0.6	-0.1
O=C(Nc1ccccc1)C1=C[C@@H](c2ccc(Br)cc2)C[C@@H](OCc2ccc(CO)cc2)O1	-1.8&-0.3	-6.2&-7.2	-3.8	-98.6&-26.0	1.6&-1.0	0.7&3.6	0.1	0.0
C=CCc1ccc(OCC(O)CN2CCN(Cc3ccc(Cl)cc3)CC2)c(OC)c1 (centres undefined)	-0.1	-3.8	29.7	12.7	/	/	-0.1	0.0
O=C(CCCc1ccccc1)NC12CC3CC(CC(C3)C1)C2	2.0	16.5	15.0	-9.2	-1.9	5.0	0.1	0.2
COCC(=O)NC[C@@H]1[C@H](c2ccc(C3=CCCC3)cc2)[C@@H](CO)N1C(=O)C1CC1	-6.2	1.9	18.4	-12.2	3.1	-7.2	0.2	0.1
Cc1ccc(S(=O)(=O)N2C(=O)CCC2C(N)=O)cc1 (centres undefined)	0.1	-1.5	3.9	-16.2	-1.5	-15.5	-0.1	0.1
OCCNCCCCOc1cccc(Br)c1	-0.3	39.1*	-13.0	9.6	-0.1	/	/	0.0
Cc1cc(C)n2c(SCC(=O)Nc3ccccc3)nnc2n1	-5.7	-4.5	1.9	-7.0	-0.7	-2.2	/	-0.1
CCOc1ccc(-n2c(SCC(=O)NC)nnc2-c2ccco2)cc1	-1.1	-1.7	12.2	-11.4	-2.3	-7.6	0.3	0.4
NC(=O)C1(c2ccccc2)OC1c1ccccc1 (centres undefined)	/	41.4*	10.9	-5.4	0.4	7.6	-0.1	0.5
C=CCC[C@H](Cc1ccc(F)cc1)C(=O)OC[C@H](Cc1c[nH]c2ccccc12)NC(=O)[C@@H](CC=C)CC(=O)N[C@@H](CO)Cc1ccccc1	-6.1	7.1	15.6	-12.0	4.7	9.9	4.5	1.6
CCOc1ccc(N2CC(NS(=O)(=O)c3cccnc3)CC2=O)cc1 (centres undefined)	1.3	8.8	10.2	-13.2	-2.8	-21.8	/	0.3
Cc1ccc(CNC(=O)c2cc(S(=O)(=O)N3CCOCC3)cn2C)cc1	-1.1	6.0	2.4	-11.6	1.4	2.7	0.1	0.0
CC(C)(C)c1ccc(C(=O)NC(=S)NCc2ccco2)cc1	-0.9	3.5	-31.4	-9.7	-4.3	-6.1	0.9	0.0
COc1cccc(-c2cnc(C(O)c3cccc(OC)c3)[nH]2)c1 (centres undefined)	3.0	-0.2	/	-15.3	0.8	-3.4	0.0	0.3
C[C@@H]1CN([C@@H](C)CO)S(=O)(=O)c2ccc(C#Cc3ccccc3)cc2O[C@H]1CN(C)C(=O)Nc1ccc2c(c1)OCO2	1.7	1.0	-14.5	-6.1	-1.0	7.1	2.2	0.4
